Screens: PubChem, several laboratories
CSN deneddyl inh: inhibitors of human CSN-mediated cullin deneddylation. Purified CSN, SCF-Nedd8-OG deneddylation, fluorescence polarization. 360,000 tested, 0.38% active. AID 651999. Q92905. inhibition, % at 12.5 µM;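 active means pattern-corrected inhibition above about 35%, with an unprinted fluorescence ratio check between 0.5 and 1.5, limit read from the data, passing the limit was not always enough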;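 further: 0% = enzyme with substrate and 100% = substrate without enzyme; some results filed as inactive read as strong as hits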
Target sequence (Q92905 whole entry, looked up, one chain of several): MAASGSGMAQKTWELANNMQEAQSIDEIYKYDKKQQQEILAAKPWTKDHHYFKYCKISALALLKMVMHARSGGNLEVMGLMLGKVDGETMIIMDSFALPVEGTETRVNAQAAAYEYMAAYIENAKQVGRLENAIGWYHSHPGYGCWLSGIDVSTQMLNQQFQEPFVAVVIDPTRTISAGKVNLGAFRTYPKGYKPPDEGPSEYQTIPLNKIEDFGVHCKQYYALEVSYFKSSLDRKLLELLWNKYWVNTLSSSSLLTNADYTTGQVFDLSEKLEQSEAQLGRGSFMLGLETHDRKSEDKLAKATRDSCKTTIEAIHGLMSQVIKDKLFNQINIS
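Assay system: purified human Csn5 enzyme expressed in HEK293T cells; measure: % inhibition; also added: SCFSkp2-Nedd8OG substrate at 10 nM final; technique: fluorescence polarization; times: reaction 90 min, room temperature; medium: Tris buffer pH 7.5, NaCl, DTT, Tween-20, trehalose, ovalbumin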
MsrA inhibitor: inhibits bovine methionine sulfoxide reductase A | purified bovine MsrA, absorbance read-out | inhibition, % at 15.5 µM | 360,000 tested, 0.75% active | AID 651718; in the data active means inhibition above about 4.5%;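 further: 0% = vehicle wells with enzyme and 100% = reference inhibitor wells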
FAS-TE inh: blocks the thioesterase domain of human fatty acid synthase | P49327 | inhibition, % at 15 µM | 360,000 tested, 0.67% active | AID 602261 | recombinant FAS-TE, OMFH fluorogenic substrate, fluorescence endpoint;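 active means compounds whose normalised, plate-corrected inhibition of enzyme fluorescence in the single-dose primary screen is 50% or more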;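 further: 0% = DMSO with enzyme and 100% = substrate without enzyme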
Tb MetRS inh: Trypanosoma brucei MetRS inhibition | AID 624268 | purified T. brucei MetRS, ATP depletion, Kinase-Glo luminescence | inhibition, % at 11.9 µM | 360,000 tested, 0.4% active;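 active means inhibition above a per-plate cutoff of the control wells' mean inhibition plus 3 SD, cut at about 5.5% in these data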;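 further: 0% = DMSO wells median and 100% = median of wells with control inhibitor compound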
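Material: T. brucei methionyl-tRNA synthetase, purified; reagent: substrates ATP, L-methionine and bulk Escherichia coli tRNA; dosing: 11.9 µM single point; timing: 15 min plus 2 h at 25 °C; detection: luminescence of leftover ATP; evaluation: % inhibition; control set: DMSO-only wells as low control; replicates: singlicate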
Neddylation inh: blocks human cullin neddylation. P61081+Q13564. TR-FRET cullin neddylation, biochemical. calls only at 25 µM. 360,000 tested, 0.58% active; in the data active means inhibition above about 36%
Target sequence (P61081 whole entry, looked up): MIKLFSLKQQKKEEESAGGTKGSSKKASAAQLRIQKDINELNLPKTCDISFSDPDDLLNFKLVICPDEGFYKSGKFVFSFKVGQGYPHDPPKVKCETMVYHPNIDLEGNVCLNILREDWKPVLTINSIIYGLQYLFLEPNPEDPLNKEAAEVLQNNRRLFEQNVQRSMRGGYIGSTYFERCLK
Target sequence (Q13564 whole entry, looked up): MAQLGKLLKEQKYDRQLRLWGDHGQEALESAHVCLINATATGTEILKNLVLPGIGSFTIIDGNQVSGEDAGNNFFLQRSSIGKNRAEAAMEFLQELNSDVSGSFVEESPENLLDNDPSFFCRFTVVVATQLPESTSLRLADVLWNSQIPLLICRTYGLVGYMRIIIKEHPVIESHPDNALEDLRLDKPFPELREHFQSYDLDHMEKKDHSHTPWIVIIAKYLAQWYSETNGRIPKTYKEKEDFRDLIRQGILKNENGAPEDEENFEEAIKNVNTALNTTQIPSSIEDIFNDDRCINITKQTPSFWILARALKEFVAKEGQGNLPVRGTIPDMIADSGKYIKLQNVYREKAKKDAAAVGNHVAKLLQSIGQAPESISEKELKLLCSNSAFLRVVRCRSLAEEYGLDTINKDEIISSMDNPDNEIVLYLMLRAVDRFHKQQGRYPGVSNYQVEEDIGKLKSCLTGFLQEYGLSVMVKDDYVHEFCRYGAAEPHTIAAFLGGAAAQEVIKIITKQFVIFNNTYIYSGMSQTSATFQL
eLon inh: E. coli protease La inhibition; P0A9M0; purified E. coli Lon protease, fluorescence polarization; inhibition, % at 7.94 µM; 360,000 tested, 0.42% active; in the data active means inhibition above about 13%, passing the limit was not always enough;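 further: 0% = enzyme with probe and DMSO and 100% = no enzyme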
bovine MsrA act: bovine methionine sulfoxide reductase A activation | 360,000 tested, 0.3% active | purified bovine MsrA, absorbance read-out | activation, % at 10.6 µM; in the data active means activation above about 7.5%;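 further: 0% = vehicle and 100% = reference activator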
PABP1 MLLE inh: blocks PAM2 peptide binding to the PABP1 MLLE domain. P11940. GST-MLLE / FITC-PAM2 fluorescence polarization. inhibition, % at 20 µM. 360,000 tested, 0.36% active; in the data active means inhibition above about 35%, passing the limit was not always enough;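 further: plate controls were DMSO wells with GST-MLLE for no effect and wells lacking GST-MLLE protein for full effect; some results filed as inactive read as strong as hits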
Rin1 Abl inh: human Rin1-Abl interaction inhibition; P00519+Q13671; TR-FRET Rin1/Abl binding, biochemical; inhibition, % at 7.35 µM; 360,000 tested, 0.4% active; in the data active means inhibition above about 5%, passing the limit was not always enough
Starred values were filed as active, the others as inactive; i = inactive; . = no result given; + = active, no number.

Fields: CSN deneddyl inh | MsrA inhibitor | FAS-TE inh | Tb MetRS inh | Neddylation inh | eLon inh | bovine MsrA act | PABP1 MLLE inh | Rin1 Abl inh
COC(=O)c1ccc(Cn2c(C)cc(C)[n+]2C)o1
→ -1 | 1.1 | -5 | 0.2 | i | -7 | 0 | -122 | 2
Cc1ccc(C)c(SCC(=O)Nc2cc(S(=O)(=O)N3CCOCC3)ccc2C)c1
→ -3 | -0.9 | 4 | -0.3 | i | 7 | 3 | 10 | 1
CCOC(=O)C1=C(CSc2nc(-c3ccccc3)ccc2C#N)OC(N)=C(C#N)C1c1ccccc1 (configuration not stated)
→ 39* | 0.7 | 6 | -0.5 | i | -74 | -12 | -31 | 3
COc1ccccc1C1CCN(C(=O)c2cnn(-c3ccccc3)c2C)CC1
→ -3 | -0.2 | 4 | -0.1 | i | -13 | -2 | -19 | -2
CCOC(=O)CNc1nc2ccccc2n2c(C)nnc12
→ 3 | 1.0 | -8 | -1.0 | i | -4 | -8 | -1 | -1
COc1ccc(NS(=O)(=O)c2ccc(O)c(C(=O)OCC(=O)NC(C)C3CC4CCC3C4)c2)cc1 (configuration not stated)
→ -3 | 0.4 | 6 | -1.0 | i | 0 | -9 | -11 | 2
CCOc1ccc(N=C(/C(C(=O)C(=O)N2CCOCC2)=C(\O)c2ccccc2)c2ccccc2)cc1
→ -3 | 0.4 | -11 | -0.2 | i | -1 | -6 | 14 | -1
Cc1cccn2c(=O)c3cc(C(=O)N4CCCC(C)C4)sc3nc12 (configuration not stated)
→ 1 | 2.5 | 15 | -0.1 | + | 2 | 2 | -13 | 0
N#CC1(Nc2ccc(-c3ccc(Cl)cc3)cc2)CCCC1
→ 0 | 0.4 | 8 | -0.4 | i | 6 | -2 | -14 | 0
Cc1ccc(C(=O)N2CCN(C(=O)c3ccco3)CC2)cc1NC(=O)c1ccco1
→ -2 | 0.2 | 9 | -0.2 | i | -1 | -3 | 6 | -1
O=C(COC(=O)c1c(Cl)cccc1Cl)NC1CCCCCCC1
→ 8 | -0.1 | 19 | -0.4 | i | 0 | -1 | 7 | 1
Cc1ccc(C)c(S(=O)(=O)N2CCN(C(=O)c3ccccn3)CC2)c1
→ -3 | 1.6 | -5 | -0.3 | i | -9 | -3 | -6 | -3
CN(C)/C=C/C(=O)/C=C/c1cn(-c2ncc(C(F)(F)F)cc2Cl)c2ccccc12
→ 6 | 1.4 | -1 | -0.8 | i | -13 | -13 | -26 | -2
COc1ccc(CC2SC(N)=NC2=O)cc1 (configuration not stated)
→ -4 | -0.8 | -5 | -0.9 | i | 3 | -4 | 2 | -2
COC(=O)c1ccc(C(=O)Nc2cc(Cl)ccc2Cl)cc1NC(=O)c1ccccc1C
→ 3 | -0.5 | -3 | -0.3 | i | 4 | -1 | 0 | -2
O=C(CSc1ncnc2scc(-c3ccc(Cl)cc3)c12)NCc1ccc2c(c1)OCO2
→ 13 | 0.0 | 17 | -0.4 | i | -2 | -1 | -6 | 1
Cc1ccc([C@@H]2[C@@H]3C(=O)N(C)C(=O)[C@@H]3[C@]3(C)C(=O)N(CCO)CC(=O)N23)o1
→ 1 | 1.0 | -8 | -0.1 | i | -9 | -4 | -1 | 1
O=C(COc1ccc2cc(Br)ccc2c1Br)N1CCOCC1
→ 4 | -0.8 | 6 | -0.5 | i | 2 | -7 | -3 | -24
CCOc1ccc(NC(=O)CSCc2cnn(-c3ccccc3)c2-n2cccc2)cc1
→ -2 | -0.4 | 23 | -0.9 | i | 5 | 8.8* | -7 | 0
Cc1cc(C)n(C(=O)CSc2nnc(SCC(=O)n3nc(C)cc3C)s2)n1
→ 0 | -0.3 | -8 | 0.7 | i | 5 | 1 | 5 | -1
O=C(Cn1c(-c2ccccc2)noc1=O)NCc1ccccc1
→ -1 | 1.7 | -5 | -0.3 | i | -4 | 0 | -5 | -3
COc1cc(NC(=O)CS(=O)(=O)c2ccc(C)cc2)cc(OC)c1OC
→ 1 | 1.3 | -4 | -0.9 | i | -3 | -3 | 5 | 0
CC(=O)Nc1cccc(NC(=O)C2CCN(C(=O)c3ccco3)CC2)c1
→ 4 | -0.5 | -5 | 0.3 | i | 6 | -2 | 5 | 2
CCc1ccc(-c2cc(C(F)(F)F)n3nc(C(=O)Nc4c(C)nn(Cc5ccccc5C)c4C)cc3n2)s1
→ 2 | . | 31 | -0.1 | i | 0 | 3 | 6 | 3
Cc1ccc(-n2nc3c(=O)n(CCCC(=O)NCc4ccccc4F)nc(C)c3c2C)cc1
→ 2 | 1.0 | -4 | -0.4 | i | -5 | -2 | -1 | -3
O=C(O)CCc1ccc(-c2cccs2)n1NC(=O)c1ccc(O)cc1
→ 3 | 2.2 | -7 | 0.1 | i | -7 | 2 | 5 | -1
COc1ccc(Cc2nnc(SCC(=O)Nc3ccccc3C)n(N)c2=O)cc1
→ -1 | -0.9 | -8 | -0.5 | i | -19 | 1 | 2 | 0
CN1C(=O)C2(NC(=O)c3ccccc3N2C)c2ccccc21 (configuration not stated)
→ -1 | 0.2 | -7 | -0.1 | i | -6 | -5 | 15 | -2
O=C(C[C@H]1C[C@H](C(=O)N2CCCCC2)[C@@]2(CCc3ccccc3)c3[nH]c4cc(-c5ccco5)ccc4c3CCN2C1=O)NCc1ccco1
→ 19 | 0.6 | 18 | -1.6 | . | -2 | -3 | -101 | 0
CCCc1nn(C)c(C(=O)Nc2cccc(CC)c2)c1Cl
→ -5 | -0.3 | 11 | -1.6 | i | -5 | -8 | 4 | -1
Cc1cc(NC(=O)Nc2cccc3ccccc23)no1
→ -3 | -1.3 | -7 | -1.0 | i | 2 | -4 | 5 | -2
CC(=O)Nc1ccccc1OCc1nnc(-c2cccs2)o1
→ -5 | 0.8 | -6 | -0.3 | i | -6 | -9 | 13 | -3
Cc1nnc(SCC(=O)Nc2ccccc2NC(=O)CSc2nnc(C)s2)s1
→ 1 | -0.4 | -9 | -1.3 | i | -14 | -5 | 10 | 0
C/C(CC(=O)NCc1ccc(Cl)cc1)=N\NC(=O)c1ccccc1F
→ 3 | 0.3 | -11 | -0.4 | i | 0 | -3 | -1 | -2
O=c1c2cc(NC(=S)NCc3cccnc3)ccc2nc2n1CCCCC2
→ 0 | 1.3 | -29 | -0.7 | i | 6 | 1 | -1 | -1
Cc1cccc(N(C(=O)CNC(=O)c2cccs2)C(C(=O)NC2CCCC2)c2cccnc2)c1 (configuration not stated)
→ 2 | 0.7 | -2 | -0.9 | i | 4 | -14 | 2 | 5
CCN1CCN(C(=S)NC(=O)c2cccc(Br)c2)CC1
→ -4 | -1.4 | -5 | -0.1 | i | 14 | -2 | -20 | 2
CCOc1ccc(NC(=O)CSc2nnnn2C2CC2)cc1S(=O)(=O)N1CCCC1
→ -4 | -0.2 | -6 | 0.2 | i | -4 | -7 | -4 | 2
COC(=O)Nc1ccc(S(=O)(=O)Nc2cnc3ccccc3n2)cc1
→ -7 | 2.8 | -5 | -0.2 | i | 5 | -3 | -2 | 2
CC(C)[C@H](NC(=O)c1ccccc1F)C(=O)OCCN1C(=O)c2ccccc2C1=O
→ 3 | 0.6 | -4 | -0.6 | i | 12 | -11 | -1 | 4
COC(=O)c1ccccc1Nc1ccccc1
→ 2 | 0.0 | 15 | -0.1 | i | -5 | -2 | -5 | 1
Cc1noc(C)c1CS(=O)(=O)Cc1ccc(Cl)cc1
→ -11 | -1.4 | -1 | -0.5 | i | 1 | 3 | -15 | 2
COc1ccc(NC(=O)c2ccco2)cc1NC(=O)c1ccccc1[N+](=O)[O-]
→ 3 | 0.8 | 0 | -0.9 | i | -19 | -8 | -3 | 2
CCCn1c(C)nc2cc(Cl)c(N3CCN(c4nc(-c5ccc(C)cc5)cs4)CC3)cc21
→ 5 | 0.5 | 26 | -0.2 | i | -4 | -1 | -9 | -1
COc1cc(OC)cc(C(=O)NCC(=O)NC(C)CCc2ccccc2)c1 (configuration not stated)
→ 0 | -0.3 | 2 | -0.6 | i | 5 | -4 | -1 | 4
CCCCn1c(=NC(=O)c2cccnc2)c(C#N)cc2c(=O)n3cccc(C)c3nc21
→ -9 | 2.6 | 19 | -0.3 | . | 24* | 0 | 117 | -5
O=C(c1ccc2c(c1)OCO2)N1CCC(Cc2ccccc2)CC1
→ -3 | -0.1 | 7 | -0.6 | i | 2 | -5 | -10 | -4
Cc1ccc(S(=O)(=O)N/N=C\c2ccc3c(c2)OCO3)cc1
→ 3 | 1.2 | 1 | 0.2 | i | 9 | -1 | -66 | 0
CN(C)/C=N/C(=S)Nc1cc(Cl)cc(Cl)c1
→ -5 | 2.0 | 0 | 1.3 | i | -4 | -3 | -38 | -3
FC(F)(F)c1nc(SCc2ccccc2)n[nH]1
→ 4 | -0.9 | -7 | -0.2 | i | 7 | -5 | 15 | 1
CN(C)c1ccc(N=Nc2ccc3ncccc3c2)cc1
→ 3 | -1.0 | 6 | -0.2 | i | -14 | -1 | -31 | -6
Cc1[nH]c(C)c(S(=O)(=O)N2CCCCC2)c1C(=O)N1CCCCC1
→ -1 | 0.1 | -8 | -0.6 | i | 7 | 4 | -10 | 1
O=C(c1ccc(S(=O)(=O)N2CCCC2)cc1)N1CCN(S(=O)(=O)c2cccc(F)c2)CC1
→ 1 | -0.8 | -3 | -0.1 | i | -6 | -2 | 5 | 3
COc1ccnc(Oc2ccc(Cl)cc2)c1C#N
→ 2 | -0.6 | 3 | 0.2 | i | 3 | -4 | 6 | 2
CC1CCCC(NC(=O)C2CCC(CNc3c(N4CCCCC4)c(=O)c3=O)CC2)C1C (configuration not stated)
→ 3 | 1.6 | 1 | 0.2 | i | -1 | 0 | 10 | -2
COCCCNC(=O)c1cc2c(=O)n3cccc(C)c3nc2n(C(C)C)c1=N
→ 4 | -0.8 | -4 | -0.1 | . | -3 | -3 | 3 | -4
O=C(CCn1c(=S)oc2ccccc21)N1CCCCC1
→ -2 | 2.2 | 3 | -0.2 | i | 0 | -3 | -41 | 3
CC(C)NC(=O)c1onc(CSc2ccc(F)cc2)c1C(=O)O
→ -3 | 0.9 | -10 | -0.1 | i | 8 | -2 | -1 | 1
Cc1cc(C(F)F)n2ncc(C(=O)NCc3ccccc3)c2n1
→ 5 | 1.8 | -3 | -0.9 | i | -5 | -2 | -12 | 0
CCOc1ccc(NC(=O)NC23CC4CC(CC(C4)C2)C3)cc1
→ 6 | 0.3 | 19 | 0.3 | i | -10 | 2 | 0 | 1
O=C(CSc1ccccn1)c1ccc2c(c1)OCO2
→ 2 | 0.7 | -4 | 0.3 | i | 7 | -1 | 7 | 4

By substructure: those above with bromine.
Fields: CSN deneddyl inh | MsrA inhibitor | FAS-TE inh | Tb MetRS inh | Neddylation inh | eLon inh | bovine MsrA act | PABP1 MLLE inh | Rin1 Abl inh
O=C(COc1ccc2cc(Br)ccc2c1Br)N1CCOCC1
→ 4 | -0.8 | 6 | -0.5 | i | 2 | -7 | -3 | -24
CCN1CCN(C(=S)NC(=O)c2cccc(Br)c2)CC1
→ -4 | -1.4 | -5 | -0.1 | i | 14 | -2 | -20 | 2

4 compounds drawn at random from the list so far, as already listed:
Fields: CSN deneddyl inh | MsrA inhibitor | FAS-TE inh | Tb MetRS inh | Neddylation inh | eLon inh | bovine MsrA act | PABP1 MLLE inh | Rin1 Abl inh
O=C(c1ccc(S(=O)(=O)N2CCCC2)cc1)N1CCN(S(=O)(=O)c2cccc(F)c2)CC1
→ 1 | -0.8 | -3 | -0.1 | i | -6 | -2 | 5 | 3
Cc1ccc(S(=O)(=O)N/N=C\c2ccc3c(c2)OCO3)cc1
→ 3 | 1.2 | 1 | 0.2 | i | 9 | -1 | -66 | 0
COCCCNC(=O)c1cc2c(=O)n3cccc(C)c3nc2n(C(C)C)c1=N
→ 4 | -0.8 | -4 | -0.1 | . | -3 | -3 | 3 | -4
COc1ccnc(Oc2ccc(Cl)cc2)c1C#N
→ 2 | -0.6 | 3 | 0.2 | i | 3 | -4 | 6 | 2
